mIDH1 inhibitor: human IDH1 R132H inhibition. Potency, µM (highest dose often 76.6 µM), for inactives: at the highest dose activity change, negative = inhibition, actives largely listed as inhibitors. O75874. IDH1-R132H enzyme, NADPH consumption, diaphorase/resazurin fluorescence. actives 0.093% (n = 390,000); also: potency is read from the fitted curve at half-maximal effect; % is scaled to controls: 0 for no effect and ±100 for the full control effect; nearly all actives have a fitted effect of over 65% in size
Target sequence (O75874 whole entry R132H, stated change not applied): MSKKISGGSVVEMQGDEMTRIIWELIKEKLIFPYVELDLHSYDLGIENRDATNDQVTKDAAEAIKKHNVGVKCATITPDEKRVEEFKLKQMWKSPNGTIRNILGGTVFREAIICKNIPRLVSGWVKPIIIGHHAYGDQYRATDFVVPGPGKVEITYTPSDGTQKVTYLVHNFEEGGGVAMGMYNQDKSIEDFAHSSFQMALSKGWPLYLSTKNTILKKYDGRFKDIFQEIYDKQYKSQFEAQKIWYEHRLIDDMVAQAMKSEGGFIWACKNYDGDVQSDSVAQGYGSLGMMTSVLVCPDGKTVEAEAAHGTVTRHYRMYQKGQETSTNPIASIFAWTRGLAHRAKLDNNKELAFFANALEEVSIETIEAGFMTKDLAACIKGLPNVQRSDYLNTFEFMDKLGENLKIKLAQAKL
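IDH1-R132H (0.5 ug/mL dispensed) in pH 7.5 Tris buffer was preincubated 30 min with compound, then given a substrate mix of 0.016 mM NADPH and 2 mM alpha-KG for 80 min at room temperature; remaining NADPH was read by diaphorase/resazurin fluorescence.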
USP1-UAF1 inh: inhibitors of human USP1/UAF1 deubiquitinase. recombinant USP1/UAF1, Ub-Rhodamine cleavage fluorescence. O94782. Potency, µM (doses to about 57.1 µM), for the others: at the highest dose activity change, negative = inhibition, hits mostly inhibitors. actives 0.23% (n = 390,000); also: potency is read from the fitted curve at half-maximal effect; % is scaled to controls: 0 for no effect and ±100 for the full control effect; nearly all actives have a fitted effect of over 60% in size; inactives centre near -12
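USP1/UAF1 complex at 1 nM was preincubated with compound for 15 min at room temperature, then Ub-Rho substrate (150nM final) was added. Fluorescence (480/540 nm) was read kinetically, 6 reads every 60 seconds.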
Pin1 inh: inhibitors of human Pin1; actives 0.009% (n = 390,000); Potency, µM (top dose mostly 115 µM), for inactives: at the highest dose activity, negative = inhibition, hits mostly inhibitors; AID 504891; Pin1 FP peptide displacement, HiFluor488, 10 min; Q13526; active = well fitted inhibition curve with a large enough effect in the polarisation, with a control signal flat, not every such curve was filed as active; inconclusive = small, poorly fitted or top-dose-only effect, or effect the other way, or a change in a side signal; inactive = no such curve, though single readings can be large or run the other way; the % refers to the polarisation; also: potency is read from the fitted curve at half-maximal effect; % is scaled to controls: 0 for no effect and ±100 for the full control effect
TrxR1 substrate: is turned over as a substrate by rat TrxR1 | O89049 | purified TrxR1 substrate turnover, NADPH consumption readout | Potency, µM (series often up to 114 µM), without a hit: top-dose activity change, negative = substrate turnover | actives 0.01% (n = 390,000) | AID 588456; also: potency is read from the fitted curve at half-maximal effect; % is scaled to controls: 0 for no effect and ±100 for the full control effect; nearly all actives have a fitted effect of over 50% in size
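Rat TrxR1, dispensed at 90 nM, was prereduced with 400 uM NADPH (final) for 5 min at ~22 deg C, then incubated with compound 15 min before 400 uM selenite. A first-read NADPH fluorescence drop versus no-compound background flagged substrates.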
HP1b chromo inh: HP1-beta chromodomain-methylated histone interaction inhibition; Potency, µM (top dose mostly 114 µM), inactives show at the top dose activity change, negative = inhibition, hits mostly inhibitors; P83916; actives 0.56% (n = 390,000); AlphaScreen HP1-beta / biotin-H3K9me3 peptide binding; also: potency is read from the fitted curve at half-maximal effect; nearly all actives have a fitted effect of over 70% in size; inactives centre near 23
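AlphaScreen: HP1-beta (50 nM) preformed 30 min with biotin-H3(1-18)K9me3 peptide (50 nM) in PBS pH 7.4, 0.01% Tween-20. Compound added for 30 min at RT, then streptavidin donor/nickel chelate acceptor beads (10 ug/mL) for 30 min.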
TrxR1 inh: rat TrxR1 inhibition. recombinant rTrxR1, NADPH fluorescence consumption, selenite substrate. Potency, µM (doses to about 114 µM), without a hit: at the top dose activity change, negative = inhibition, hits mostly inhibitors. O89049. actives 1% (n = 390,000); also: potency is read from the fitted curve at half-maximal effect; % is scaled to controls: 0 for no effect and ±100 for the full control effect; nearly all actives have a fitted effect of over 65% in size
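Rat TrxR1 (90 nM in the dispensed reagent) was pre-reduced with 400 uM NADPH for 5 min at room temperature, then incubated with compound for 15 min. After 400 uM selenite was added, NADPH fluorescence (Ex 340/Em 450 nm) was followed for 8 min.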
GLS inh: blocks human kidney-isoform glutaminase activity; GLS enzymatic activity, qHTS titration; actives 0.21% (n = 410,000); O94925; Potency, µM (highest dose often 45.5 µM), without a hit: at the highest dose activity change, negative = inhibition, usual class: inhibitors; also: potency is read from the fitted curve at half-maximal effect; % is scaled to controls: 0 for no effect and ±100 for the full control effect
Target sequence (O94925 whole entry, looked up, canonical isoform): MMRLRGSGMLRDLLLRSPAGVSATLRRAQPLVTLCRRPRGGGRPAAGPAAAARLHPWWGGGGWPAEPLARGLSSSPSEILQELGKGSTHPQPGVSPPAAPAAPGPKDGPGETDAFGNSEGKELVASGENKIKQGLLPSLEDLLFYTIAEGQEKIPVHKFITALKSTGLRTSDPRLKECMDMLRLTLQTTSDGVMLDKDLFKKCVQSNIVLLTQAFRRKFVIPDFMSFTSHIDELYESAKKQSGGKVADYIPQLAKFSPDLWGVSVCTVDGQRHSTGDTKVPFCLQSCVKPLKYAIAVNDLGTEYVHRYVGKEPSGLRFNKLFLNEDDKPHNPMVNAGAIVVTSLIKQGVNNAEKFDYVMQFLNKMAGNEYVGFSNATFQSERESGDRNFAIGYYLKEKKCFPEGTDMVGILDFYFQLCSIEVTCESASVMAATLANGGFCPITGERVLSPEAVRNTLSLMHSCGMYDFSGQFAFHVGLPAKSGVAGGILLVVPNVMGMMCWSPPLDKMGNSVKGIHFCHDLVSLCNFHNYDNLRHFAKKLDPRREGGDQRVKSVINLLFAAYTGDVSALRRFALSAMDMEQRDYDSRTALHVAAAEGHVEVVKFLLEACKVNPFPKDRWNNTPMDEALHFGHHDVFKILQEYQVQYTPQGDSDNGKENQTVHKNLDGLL
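Two-point fluorescence kinetic (t0, 30 min RT) for hKGA; glutamate detected via glutamate oxidase–HRP–Amplex Red. Substrate: 1 mM L-glutamine solution; buffer 45 mM KH2PO4, pH 8.2.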
PI4K2A block: inhibitors of human PI4K2A. activity change, negative = inhibition, % at 76.9 µM. purified PI4K2A, ADP-Glo luminescence, 1 h; hits give low values. actives 0.13% (n = 420,000). AID 1346378. Q9BTU6; in the data active = activity change below about -50%; inconclusive = mostly about -30% to -49%;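 also: -100% = wells without enzyme as full effect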
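PI4K2A activity was measured by ADP-Glo luminescence: enzyme (4 ug/mL stock) and phosphatidylinositol (1.2 mM stock) in Tris pH 7.5/MgCl2/EGTA/Triton X-100 buffer were reacted with ATP (300 microM stock) for one hour at ambient temperature.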
Tb PGK inh: T. brucei PGK inhibition. PGK/GAPDH coupled, Kinase-Glo luminescence, 60 min. Potency, µM (series often up to 57.5 µM), without a hit: top-dose activity change, negative = inhibition, actives largely listed as inhibitors. actives 0.043% (n = 380,000). AID 602233; also: potency is read from the fitted curve at half-maximal effect; % is scaled to controls: 0 for no effect and ±100 for the full control effect; nearly all actives have a fitted effect of over 60% in size
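Luminescent ATP detection (Kinase-Glo Plus) follows a 60-minute room-temperature incubation, with wells lacking PGK as controls. Buffer: 100 mM TEA (pH 7.6), 5 mM MgCl2, 0.01% Tween-20. Coupling enzyme GAPDH (100 nM final) supplies unstable 1,3-BPG in-well.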
Active calls of the source: *; i = inactive; u = inconclusive; x = no result given; & = joins results of further samples; [ ] = another dose, or the depositor's remark. Unless noted, calls follow the shape of the dose curve; as a rule, active = well fitted curve in the direction sought with a large enough effect; inconclusive = small, poorly fitted or top-dose-only effect, or another doubt; inactive = no such curve, though single readings can be large; an effect the other way counts as inactive or inconclusive. Only part of the results is shown; rates above refer to the full screens.

HP1b chromo inh	Tb PGK inh	TrxR1 substrate	TrxR1 inh	Pin1 inh	PI4K2A block	GLS inh	mIDH1 inhibitor	USP1-UAF1 inh	Structure
37.4%	i	-13.4%	-13.1%	0.7%	2.5	-5.9%	-5.2%[38.3 µM]	-26.6%	Cc1ccc(S(=O)(=O)N2CCC(=O)N(CCOC(=O)Nc3ccc(C)c(C)c3)CC2)cc1
-18.9%	15.8%	10.9%	u	8.2%	-3.5	-1.7%	-3.5%	-23.1%	C#CCOCCOCCOCCNc1nc(N2CCN(C(=O)[C@H](CCCCN)n3cc([C@@H](N)C(C)CC)nn3)CC2)nc(N2CCN(C(=O)[C@H](Cc3cc4ccccc4[nH]3)n3cc([C@@H](N)C(C)CC)nn3)CC2)n1 (stereo partly specified)
28.7%	-6.5%	3.8%	6.2%	-7.1%	-3.8	3.0%	0.5%	-22.1%	O=C(O)COc1ccccc1-c1ccccc1
53.9%	1.1%	0.2%	6.6%	1.3%	-2.2	-3.8%	11.4%	-19.8%	CSc1cccc(NC(=O)/C=C/c2ccccc2)c1
49.8%	10.3%	46.3%[activator]	14.5%	u	-1.7	-4.2%	2.3%	-18.8%	COC(=O)c1cc(N2CCNCC2)nc2ccccc12
36.3%	-4.0%	0.7%	21.0%	-0.2%	-6.5	0.4%	-5.8%	-10.1%	CCOc1nc2cnccc2n(CC(=O)Nc2c(F)c(F)cc(F)c2F)c1=O
95.7%[activator]	-9.9%	-7.2%	18.7%	6.3%	-4.5	7.2%	0.0%	-6.7%	COc1ccc(N(Cc2cccs2)C(=O)COc2ccc(C(C)C)cc2)cc1
29.7%	-2.2%	-2.4%	-1.3%	67.0%[activator]	11.8	-7.7%	4.4%	-18.5%	Cc1ccc(NC(c2ccccc2)c2nc3ccccc3[nH]c2=O)cc1 (stereo unspecified)
39.8%	-4.1%	-11.9%	-21.9%	-5.1%	9.4	0.7%	9.0%	-11.1%	CCN1CCCC1CNC(=O)C1CCCN(S(=O)(=O)c2cccc3nsnc23)C1 (stereo unspecified)
30.8%&25.1%	-0.1%&1.6%	-3.7%	15.2%	0.1%&-6.9%	10.1&6.1	-2.2%&14.2%	-4.5%&1.4%	1.7%&-5.7%	COC(=O)C1=C(C)NC(C)=C(C(=O)OC)C1C(=O)OCCN1C(=O)c2ccccc2C1=O
2.6%	-0.1%	-1.7%	13.1%	0.7%	5.3	2.3%	-0.3%	-21.3%	O=C(COc1ccccc1[N+](=O)[O-])OCC(=O)N1CCC(Cc2ccccc2)CC1
23.9%	-1.2%	6.7%[57.1 µM]	17.0%[57.1 µM]	16.5%	5.5	-4.7%	4.3%	-21.7%	CCOC(=O)c1c(NC(=O)C[n+]2ccc(N(C)C)cc2)sc(C)c1C
24.2%	-7.8%	-2.3%	16.5%	-9.1%	0.6	-4.6%	-0.6%	u	CCOC(=O)N1CCN(C2=CC(=O)OC23CCCCC3)CC1
59.3%[activator]	-5.6%	4.7%	23.4%	-8.0%	0.5	-3.6%	-4.1%	-10.9%	CCC1CCCCN1CCCNC(=O)Cn1c(=O)c2cccn2c2ccccc21 (stereo unspecified)
x	-1.0%	x	x	x	-3.4	1.0%	12.9%	-22.7%	Cc1noc(C)c1NC(=O)N(C)C[C@H]1OCCCC[C@@H](C)Oc2ccc(NC(=O)Nc3ccc(F)cc3)cc2C(=O)N([C@@H](C)CO)C[C@H]1C

Next part; it opens with the 2 that closed the last part.
HP1b chromo inh	Tb PGK inh	TrxR1 substrate	TrxR1 inh	Pin1 inh	PI4K2A block	GLS inh	mIDH1 inhibitor	USP1-UAF1 inh	Structure
59.3%[activator]	-5.6%	4.7%	23.4%	-8.0%	0.5	-3.6%	-4.1%	-10.9%	CCC1CCCCN1CCCNC(=O)Cn1c(=O)c2cccn2c2ccccc21 (stereo unspecified)
x	-1.0%	x	x	x	-3.4	1.0%	12.9%	-22.7%	Cc1noc(C)c1NC(=O)N(C)C[C@H]1OCCCC[C@@H](C)Oc2ccc(NC(=O)Nc3ccc(F)cc3)cc2C(=O)N([C@@H](C)CO)C[C@H]1C
45.5%[activator]	3.5%	9.5%[57.1 µM]	6.5%[57.1 µM]	-1.0%	-1.4	-5.8%	2.9%	-15.3%	Cc1c(NC(=O)CC(C)C)c(=O)n(-c2ccccc2)n1C
15.6%	-6.1%	-4.7%	-6.0%	-11.9%	-1.7	-1.0%	2.5%	1.2%	Cc1cccc(OCCC(=O)Nc2c(C)n(C)n(-c3ccccc3)c2=O)c1
5.4%	i	-9.4%	-14.5%	-4.2%	1.6	-7.8%	3.6%	-13.1%	O=C(O)COc1ccc(/C=N/Nc2nc(Nc3ccccc3)nc(N3CCCCC3)n2)cc1
6.7%	-0.7%	-3.9%	7.4%	-5.1%	-6.4	7.1%	2.2%	-8.9%	Cc1ccccc1C(=O)N1CCC(C(=O)NC(C)c2ccc(-n3ccnc3)cc2)CC1 (stereo unspecified)
18.8%	-9.6%	8.0%[57.1 µM]	14.5%[57.1 µM]	1.0%	15.0	-11.3%	7.7%	-12.5%	CCOc1ccc(C(=O)OC(C)C(=O)N2CCN(Cc3ccccc3)CC2)cc1 (stereo unspecified)
71.4%[activator]	i	0.4%[57.1 µM]	6.4%[57.1 µM]	-9.0%	5.9	-4.4%	0.0%	-18.0%	CC(C)(C)NC(=O)C1Cc2ccccc2CN1 (stereo unspecified)
18.3%	-4.9%	11.5%	16.1%	-1.7%	-3.4	5.5%	-0.8%	-3.8%	Cc1onc(-c2c(F)cccc2Cl)c1C(=O)Nc1c(C)n(C)n(-c2ccccc2)c1=O
31.2%	i	2.0%	16.6%	-7.8%	-2.3	-12.0%	2.7%	-22.5%	CCOC(=O)C1(CCc2ccccc2)CCN(C(=O)CCc2cnccn2)CC1
27.8%	-2.9%	-5.3%	4.1%	0.5%	0.8	-3.6%	1.0%	-15.7%	CCN(CC(=O)Nc1ccc(NC(C)=O)cc1)C(=O)c1cccc(S(=O)(=O)N2CCc3ccccc3C2)c1
29.5%	-1.2%	2.7%[57.1 µM]	17.2%[57.1 µM]	0.1%	-4.7	-0.8%	16.2%	-17.8%	O=C1NCC(NC(=O)C(F)(F)F)c2cc3c(cc21)OCO3 (stereo unspecified)
11.7%	-8.3%	0.6%[57.1 µM]	8.3%[57.1 µM]	-10.2%	-5.6	15.9%	7.7%	-19.6%	COC(=O)C1=C(C)n2cnnc2NC1c1ccc(Cl)cc1 (stereo unspecified)
-4.8%[57 µM]	-2.1%	1.4%[57.1 µM]	25.2%[57.1 µM]	-10.3%	-2.0	-6.2%	12.2%	-17.1%	Cc1ccc(S(=O)(=O)NCCc2csc3nc(-c4ccccc4F)nn23)cc1C
23.9%&13.3%	-9.0%	0.4%&3.7%	13.5%&24.5%	-3.0%&-1.7%	-1.5&-1.0	-7.3%&-1.6%	4.7%&-10.8%	u	COc1ccc(C)cc1NC(=O)CN1C(=O)COc2ccc(S(=O)(=O)N3CCOCC3)cc21
5.7%	-7.1%	2.8%	15.3%	6.5%	0.7	9.4%	-12.4%[38.3 µM]	-15.7%	C#CCNC(=O)C1=C[C@@H](C2CC2)C[C@@H](OCCCCO)O1
u	u	-14.0%	14.1µM*	u	-75.9*	u	4.4%	28.2µM*	Nc1c(C(=O)NCC2CCCO2)sc2nc3c(c(-c4ccco4)c12)CC/C3=C\c1ccco1 (stereo unspecified)
1.4%	-9.7%	-1.6%	1.3%	0.1%	0.7	-4.0%	1.2%	-28.2%	CCCC(=O)Nc1ccc2c(c1)nc(CCN1CCCCC1)n2C
17.5%	i	2.6%	10.6%	-10.0%	-1.8	-1.4%	5.0%	u	COC(=O)c1ccc(Oc2nc3c(c(=O)n(C)c(=O)n3C)n2C(C)C)cc1
20.6%	-4.8%	12.1%[57.1 µM]	40.2%[activator][57.1 µM]	2.3%	-12.9	-1.7%	8.9%	-12.0%	O=C(c1cnc2sccn2c1=O)N1CCCc2ccccc21
25.1%	6.6%	1.2%[57.1 µM]	-10.9%[57.1 µM]	-3.0%	0.4	-1.1%	3.8%	-0.1%	COc1ccccc1C(N)=S
43.0%[activator]	-5.2%	5.4%	28.9%	-1.1%	-1.7	-0.5%	-0.3%	-22.1%	O=C(Nc1ccc(S(=O)(=O)N2CCOCC2)cc1)c1ccccc1F
18.2%	-10.3%	10.8%[0.0914 µM]	9.6%[57.1 µM]	-3.9%	1.6	-0.4%	-4.6%	-21.5%	O=C(CN(CC1CCCO1)C(=O)CNS(=O)(=O)c1ccc(Cl)cc1)NCc1ccc(F)cc1 (stereo unspecified)
17.7%	-9.4%	1.9%	-1.8%	-6.5%	-1.7	10.3%	-1.1%	-25.6%	COc1ccc(/C(C)=N/NC(=O)c2ccccc2N)cc1
10.2%	3.6%	3.9%	5.6%	6.0%	0.6	12.8%	5.5%	-4.3%	CSc1cccc(CN2CCN(CCc3ccccc3)C(CCO)C2)c1 (stereo unspecified)
16.2%	-1.0%	-6.6%	-4.8%	-5.7%	3.0	-0.7%	6.2%	-4.7%	CCc1ccc(OCC(=O)N2CCN(c3ccccn3)CC2)c(Br)c1
85.2%[activator]	i	-0.9%[57.1 µM]	13.7%[57.1 µM]	0.9%	-6.9	0.6%	-2.1%	-26.9%	Cc1ccc(-n2ncc3c(N4CCCCCC4)ncnc32)cc1Cl
